C8 TRAIL sens: sensitizes caspase-8 expressing cells to TRAIL. NB7+C8 cells + TRAIL, ATPlite viability luminescence. inhibition (viability loss, TRAIL sensitization), % at 10 µM. 360,000 tested, 1% active. AID 624354;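 active = compounds causing at least 50% loss of cell viability in the single-dose screen, relative to plate controls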
Shn3 inh set2: inhibitors of Schnurri-3 3'UTR reporter in osteoblasts | 360,000 tested, 0.52% active | Clone20 osteoblast Shn3 3'UTR firefly luciferase, 24 h | inhibition, % at 12.5 µM;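 active = mean inhibition of at least 75% with every replicate also reaching 75%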;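 note: 0% = median of neutral control wells and 100% = pilot-screen positive control compound; some compounds past the cut are filed as inactive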
NR2E3 ag-1: agonists of human NR2E3 nuclear receptor | CHO-S Gal4-NCOR/VP16-NR2E3 two-hybrid, luciferase | AID 602229 | inhibition of corepressor binding, % at 3.98 µM | Q9Y5X4 | 360,000 tested, 0.35% active;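 active = inhibition above the mean of all tested compounds plus 3 SD, cut at about 70% in these data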;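 note: 0% = DMSO with NR2E3 transfected cells and 100% = cells lacking NR2E3 construct; higher means lower luciferase signal from less NR2E3 corepressor binding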
Target sequence (Q9Y5X4 whole entry, looked up, the tested form may be a part): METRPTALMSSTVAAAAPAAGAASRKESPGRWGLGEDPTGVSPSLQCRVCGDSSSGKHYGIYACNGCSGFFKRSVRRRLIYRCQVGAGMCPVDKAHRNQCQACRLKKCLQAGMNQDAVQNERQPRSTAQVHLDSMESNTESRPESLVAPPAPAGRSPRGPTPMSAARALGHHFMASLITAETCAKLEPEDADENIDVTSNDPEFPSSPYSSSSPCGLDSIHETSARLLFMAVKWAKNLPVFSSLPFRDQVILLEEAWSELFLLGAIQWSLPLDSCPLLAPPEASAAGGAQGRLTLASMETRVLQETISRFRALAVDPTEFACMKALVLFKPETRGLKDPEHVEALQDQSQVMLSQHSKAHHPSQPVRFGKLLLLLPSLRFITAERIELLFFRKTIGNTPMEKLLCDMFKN
hiPSC survival: increases survival of single human iPS cells; 360,000 tested, 0.044% active; hiPSC single-cell survival, ATPlite luminescence; 100% = ROCK inhibitor wells, 0% = DMSO; survival enhancement, % at 20 µM; AID 602274; in the data active = survival enhancement above about 18%;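 note: cells exposed to compounds for 16 hours before the ATP read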
Peg3 prom inh: Peg3 promoter activity inhibition | 360,000 tested, 1.7% active | inhibition, % at 20 µM | HeLa PEG-Prom luciferase reporter, luminescence, overnight;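 active = inhibition of at least 50% at 20 µM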
HIF-2a inh: HIF-2a inhibition; inhibition, % at 18.8 µM; 786-0 RCC cells HIF-2a reporter, luciferase luminescence, overnight; 360,000 tested, 0.72% active; AID 624352;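 active = inhibition of the luminescence signal of 40% or more relative to plate controls, in a single-dose primary screen at 18.75 µM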
CF NFkB block: inhibitors of cystic fibrosis induced NF-kB | KKLEB NF-kB-GFP reporter, PAF-induced, GFP fluorescence overnight | inhibition, % at 5 µM | 360,000 tested, 0.86% active | AID 588850;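 active = at least 50% inhibition at 5 µM, scaled per plate between neutral and stimulator controls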;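 note: PAF is a Pseudomonas aeruginosa culture filtrate used as stimulus; plate controls were PAF-stimulated DMSO wells for no effect and unstimulated DMSO wells for full effect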
MITF TRPM1 inh: reduces MITF-dependent TRPM1 promoter luciferase signal; inhibition, % at 12.5 µM; 330,000 tested, 0.83% active; SK-MEL-5 TRPM1 promoter luciferase, 24 h;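 active = mean inhibition across replicates of 60% or more, whatever share of single replicates reaches that level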; note: values of inactives mirror those of a sister screen read the other way
LMP1 NFkB inh: inhibitors of Epstein-Barr LMP1-induced NF-kappaB reporter | LMP1-induced NF-kappaB luciferase reporter cells, luminescence | inhibition, % at 12.5 µM | 350,000 tested, 0.69% active | AID 504558; in the data active = inhibition above about 41%;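 note: 0% = neutral control wells and 100% = reference inhibitor control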
NR2E3 ag-2: agonists of human nuclear receptor NR2E3; Q9Y5X4; GST-NR2E3/biotin-RetCOR TR-FRET, 1536-well; inhibition of corepressor binding, % at 4.78 µM; 320,000 tested, 0.12% active; AID 2300;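 active = percent inhibition above the cutoff of mean plus 3 SD of all tested compounds, set per screening campaign, cut at about 20% in these data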;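 note: 0% = DMSO wells and 100% = biotin wells as full block of FRET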
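System: GST-NR2E3 and biotin-RetCOR proteins; probe or stimulus: 7 nM biotin-RetCOR; doses: compound at 4.8 µM, single dose; schedule: Compound–protein incubation for 5 h at 4 °C; detection: time-resolved FRET; read-out: percent inhibition; controls: biotin wells as high control, 0.6% DMSO wells as low control; format: 1536-well plates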
KKLEB tox: reduces viability of KKLEB cystic fibrosis airway cells; KKLEB CF airway cells viability, ATPlite luminescence, overnight; stronger effect = lower value; cells stimulated with P. aeruginosa culture filtrate; activity change (cytotoxicity), % at 5 µM; 360,000 tested, 0.36% active;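 active = corrected activity change at or below -50% at 5 µM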
Active calls of the source: *; x = not tested or not shown. The list is partial; the hit share may differ from the screen's.

SMILES	C8 TRAIL sens	Shn3 inh set2	NR2E3 ag-1	hiPSC survival	Peg3 prom inh	HIF-2a inh	CF NFkB block	MITF TRPM1 inh	LMP1 NFkB inh	NR2E3 ag-2	KKLEB tox
CCCc1cc(=O)oc2c(C)c(O)c(CN3CCCCC3)cc12	-4.6	-1.7	-1.0	0.8	17.1	12.6	10.3	-1.7	5.9	1.9	-2.8
CC(=O)Nc1ccc(S(=O)(=O)NCCS(=O)(=O)N2CCN(c3ccccc3)CC2)cc1	15.2	19.9	2.8	0.1	-5.2	6.0	-2.9	5.4	5.1	-1.3	5.3
COc1cc(NC(=O)c2cc(-c3ccccc3)on2)cc(OC)c1OC	12.8	-4.6	-17.1	-0.9	4.7	-20.1	6.6	3.7	5.3	-2.6	-7.2
CCCN(CCC)CC(O)CN(c1cc([N+](=O)[O-])ccc1OC)S(=O)(=O)c1ccccc1 (stereo unspecified)	26.9	15.2	-2.5	-1.2	8.8	13.6	-2.8	-11.8	-6.2	1.4	3.1
Cc1sc2ncn(CC(=O)NCC3COc4ccccc4O3)c(=O)c2c1S(=O)(=O)N1CCOCC1 (stereo unspecified)	-4.5	0.5	-12.7	1.7	21.6	14.4	10.6	-8.9	-5.5	1.9	4.8
O=C(CNC(=O)c1cn2ccccc2n1)Nc1ccc(F)c(F)c1	-10.4	-84.9	-86.4	0.2	-333.7	-250.1	-3.4	-79.1	-33.8	2.1	-0.9
COC(=O)C(Cc1ccccc1)NC(=O)CCC(=O)NC(C)CCc1ccccc1 (stereo unspecified)	-15.3	6.5	-1.4	0.5	13.4	16.9	2.5	-0.5	7.6	1.1	4.6
O=c1cc(-c2ccccc2)nc2cc(-c3ccco3)[nH]n12	-2.8	8.3	-7.6	2.2	-25.8	-20.6	-1.7	-14.8	-2.5	5.3	-1.4
O=C(CCN1CCc2ccccc2C1)Nc1ccccc1	-5.6	2.6	-0.8	2.3	-51.3	-79.3	2.9	10.0	-7.7	2.3	1.8
O=S(=O)(Nc1ccc2cn[nH]c2c1)c1cc(Br)ccc1Br	-14.3	-13.8	-12.8	-2.4	25.9	25.6	13.2	7.0	-5.5	x	12.2
Cc1cccc2sc(N(CCN(C)C)C(=O)/C=C/c3cccs3)nc12	12.4	11.9	-9.3	-1.7	-25.1	7.9	22.9	-12.3	-32.5	-0.8	-17.9
Nn1c(Cc2ccccc2)nnc1Cc1ccccc1	5.8	8.1	-31.5	0.1	1.6	7.8	-5.7	3.7	3.9	x	18.4
CC(OC(=O)c1ccccc1C(=O)N(C)C1CCCCC1)C(=O)NC1(C#N)CCCCC1 (stereo unspecified)	-7.1	-3.5	10.4	-0.4	-2.2	1.0	-15.8	3.2	-0.8	1.2	6.3
COc1ccc(-n2ncc3c(N4CCN(c5cc(C)ccc5C)CC4)ncnc32)cc1	20.8	30.2	-3.1	0.8	8.1	2.5	10.4	-4.5	0.7	2.8	-2.6
CC(C)CC(=O)N1CCN(C(=O)c2ccc(-c3ccccc3)cc2)CC1	-11.8	5.4	-0.6	-0.7	10.7	18.5	10.8	7.5	-44.6	-3.6	-3.0

Complete entries from above. Order of values: C8 TRAIL sens	Shn3 inh set2	NR2E3 ag-1	hiPSC survival	Peg3 prom inh	HIF-2a inh	CF NFkB block	MITF TRPM1 inh	LMP1 NFkB inh	NR2E3 ag-2	KKLEB tox
Profile of COc1cc(NC(=O)c2cc(-c3ccccc3)on2)cc(OC)c1OC = 12.8	-4.6	-17.1	-0.9	4.7	-20.1	6.6	3.7	5.3	-2.6	-7.2
Profile of CC(=O)Nc1ccc(S(=O)(=O)NCCS(=O)(=O)N2CCN(c3ccccc3)CC2)cc1 = 15.2	19.9	2.8	0.1	-5.2	6.0	-2.9	5.4	5.1	-1.3	5.3
Profile of O=C(CCN1CCc2ccccc2C1)Nc1ccccc1 = -5.6	2.6	-0.8	2.3	-51.3	-79.3	2.9	10.0	-7.7	2.3	1.8
Profile of CC(C)CC(=O)N1CCN(C(=O)c2ccc(-c3ccccc3)cc2)CC1 = -11.8	5.4	-0.6	-0.7	10.7	18.5	10.8	7.5	-44.6	-3.6	-3.0
Profile of CC(OC(=O)c1ccccc1C(=O)N(C)C1CCCCC1)C(=O)NC1(C#N)CCCCC1 (stereo unspecified) = -7.1	-3.5	10.4	-0.4	-2.2	1.0	-15.8	3.2	-0.8	1.2	6.3

Next part:
SMILES	C8 TRAIL sens	Shn3 inh set2	NR2E3 ag-1	hiPSC survival	Peg3 prom inh	HIF-2a inh	CF NFkB block	MITF TRPM1 inh	LMP1 NFkB inh	NR2E3 ag-2	KKLEB tox
COc1ccccc1NC(=S)NNC(=S)Nc1ccc(OC(F)F)cc1	0.1	-30.0	-34.5	-1.4	-117.9	-145.8	-28.3	-17.9	-10.0	0.8	18.9
Cc1cc(C)c(CN2CCN(C(=O)Cn3ccc(N)nc3=O)CC2)c(C)c1	0.9	-6.1	3.1	-1.1	0.9	8.9	-2.7	-2.8	-4.1	4.6	0.4
COc1ccccc1NS(=O)(=O)c1cc(NC(=O)CCC2CCCC2)ccc1N1CCOCC1	-16.0	-1.1	4.6	-0.7	-16.8	12.8	13.3	-9.8	5.2	5.9	-9.8
COc1ccc(S(=O)(=O)N2CCCN(CC(=O)Nc3ccc(OC)c(Cl)c3)CC2)cc1	3.9	28.4	8.5	-1.8	6.2	8.8	4.7	-8.2	-3.8	-4.2	-21.4
COc1cc(C)nc(N2CCCC(C(=O)Nc3ccccc3Br)C2)n1 (stereo unspecified)	-7.5	0.7	-27.9	-1.0	0.8	12.1	1.8	5.1	5.5	0.8	8.3
Cc1ccc(Cl)cc1NC(=O)c1cc(NC(=O)CCCC(=O)O)ccc1N1CCCCC1	-2.0	-13.9	-6.1	0.0	-1.4	2.6	4.7	-2.1	1.7	-1.7	8.2
COC(=O)c1ccc(Cn2cc(Cl)cn2)cc1	9.8	-11.0	-12.4	0.2	-2.3	-5.6	11.0	-16.0	4.6	-1.2	-5.9
Cc1ccc(S(=O)(=O)c2nc(-c3ccccc3Cl)oc2N(C)C)cc1	29.4	16.1	13.0	-0.6	28.8	-26.1	8.3	14.7	3.8	-0.1	-23.1
O=C(Nc1ccc(F)c([N+](=O)[O-])c1)c1ccc2c(c1)OCCO2	48.0	-9.5	-4.4	0.5	-225.1	-207.0	-2.0	-50.2	-17.2	1.2	-6.6
CC(=O)c1ccccc1N(C(=O)c1ccco1)C(C(=O)NC1CCCC1)c1ccc(N2CCOCC2)cc1 (stereo unspecified)	-10.5	1.2	6.3	-0.2	11.0	12.4	3.1	-8.3	-0.5	-2.2	7.1
O=C(NC(c1ccc(Cl)cc1)c1cnccn1)C1CCN(Cc2ccccc2)CC1 (stereo unspecified)	-4.9	-26.8	3.0	0.9	-2.3	9.2	-10.7	x	x	x	5.2
CCC(c1nnnn1Cc1ccc2c(c1)OCO2)N1CCN(c2ccccc2)CC1 (stereo unspecified)	2.4	18.5	30.6	1.5	12.9	11.0	11.5	4.3	4.9	-0.5	3.6
C=CCNC(=O)CN(Cc1ccccc1)S(=O)(=O)c1ccccc1	-18.7	-13.4	10.1	-0.2	7.8	14.4	0.1	6.2	-14.1	4.1	4.0
O=C(Nc1ccc2nc(-c3ccco3)[nH]c2c1)c1ccco1	46.5	-36.4	-28.1	-4.2	-184.6	-180.8	-19.7	-38.5	-20.5	-0.4	-1.7
C/C(=N\OCC(=O)Nn1c(=O)[nH]c2ccccc2c1=O)c1cccs1	-2.4	-6.8	-31.8	-1.1	17.4	1.8	-1.1	8.2	3.5	-2.9	11.1
COc1cccc(NC(=O)Nc2nnc(Cc3ccccc3F)s2)c1	9.9	31.0	-19.7	-0.6	30.5	4.9	21.2	x	-3.4	-0.5	7.9
O=S(=O)(c1ccccc1)N1CCCC1c1nc2ccccc2s1 (stereo unspecified)	-3.0	5.1	-17.5	0.2	3.4	9.1	-6.3	9.5	-2.0	-1.0	2.8
COC(=O)[C@@H]1C[C@H]1[C@@H](NC(=O)c1ccccc1)c1ccccc1	-4.9	-2.0	12.7	1.0	1.1	13.2	-5.3	0.4	-2.4	-1.8	-10.0
CC(C)n1cc(C(=O)c2ccccc2O)cc(C#N)c1=O	8.1	19.7	-15.7	3.0	23.2	16.4	-20.7	-8.4	1.7	0.5	3.1
Cc1ccc(C(=O)C2CCN(S(=O)(=O)c3c(C)noc3C)CC2)cc1	12.4	-5.2	-1.5	-0.3	-0.2	15.9	-9.2	x	x	-0.8	5.9
COC(=O)c1ccc(/C=N/NC(=O)C(=O)N2CCCCCC2)cc1	8.3	-55.8	23.6	0.2	-6.7	0.0	-12.1	-3.7	x	0.8	-3.1
O=C(COC(=O)Cc1ccccc1[N+](=O)[O-])NCc1ccc(F)cc1	-3.8	7.7	5.2	1.8	4.5	11.0	7.0	-0.2	5.9	2.9	7.7
CC(C)CC(=O)Nc1ccccc1N1CCOCC1	5.8	0.9	3.2	-0.6	-0.3	3.1	5.9	6.2	-6.6	-0.6	-0.3
CCN1C[C@@H]2[C@@H]3C(=O)N(Cc4ccccc4)C(=O)[C@@H]3[C@](Cc3ccccc3)(C1=O)N2C(=O)c1ccccc1	-30.6	-1.0	3.5	-0.4	-1.8	14.1	-18.2	-4.9	9.2	x	2.4
Cn1c(SCC(=O)c2ccc(F)cc2)nc2cccnc21	8.3	-2.3	-15.8	-0.2	-12.3	-46.1	-1.9	-14.4	-3.1	-3.9	1.2
CCCC(C)C(=O)Nc1ccc(Cl)cc1Cl (stereo unspecified)	0.5	-0.7	-2.4	1.4	4.9	-9.2	8.9	-15.8	-0.9	-0.6	-6.2
COCCN(CC(=O)Nc1cccc(C)c1C)C(=O)Cn1c(=O)cnc2ccccc21	-13.9	4.8	10.7	1.2	4.1	12.8	-4.9	14.0	-0.8	2.2	2.8
C=CCOc1ccc(/C=C/C(=O)OC(C)C(=O)Nc2ccc(NC(C)=O)cc2)cc1 (stereo unspecified)	15.2	0.0	-20.8	-0.4	-26.6	-10.9	-36.9	-3.3	-8.3	3.1	9.8
c1ccc(-c2cncn2-c2ccccc2)cc1	20.5	-19.9	-26.5	2.8	-120.1	-141.9	9.8	-14.2	-5.4	0.8	-8.4
Cc1cc(C)cc(N2CC(C(=O)OCC(=O)Nc3cc(C)on3)CC2=O)c1 (stereo unspecified)	3.3	-7.2	-6.9	0.0	-5.0	22.4	-0.9	3.6	1.0	2.0	0.9
CCOC(=O)C1=C(C)NC(=O)CC1c1cc2c(cc1Br)OCO2 (stereo unspecified)	-9.1	-10.1	7.8	-1.5	9.8	7.3	4.7	-0.1	-14.9	5.3	1.5
Cc1ccc2cc(C(c3nnnn3C3CCCC3)N(Cc3cccnc3)Cc3ccco3)c(=O)[nH]c2c1 (stereo unspecified)	10.2	-22.8	6.1	-0.7	9.9	6.0	5.6	2.2	-20.2	-1.3	-0.9
O=C(NCc1ccccc1)C(=O)NCC1CCCN1S(=O)(=O)c1cccs1 (stereo unspecified)	8.6	-11.0	-10.2	-0.2	-9.2	3.2	-5.6	11.6	6.9	-1.6	5.4
O=C(CSc1ncccn1)c1ccccc1Br	-5.1	-49.9	-43.8	0.4	-109.9	-141.7	7.8	-59.9	-8.3	0.9	-2.0
